Screens deposited in PubChem BioAssay by National Center for Advancing Translational Sciences (NCATS).
Abeta yeast res: A-beta toxicity reversal in yeast; Potency, µM (doses to about 46.1 µM), without a hit: at the highest dose growth rescue, hits mostly activators; hit rate 0.063% among 410,000; AID 1347071; yeast expressing A-beta42, growth rescue, OD600, 48 h; response scale: 0% DMSO, 100% iron-clioquinol control; note: potency is the fitted concentration of half-maximal effect; nearly all actives have a fitted effect of over 55% in size
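Yeast A-beta toxicity model in growth medium with pinned compounds, 48 h at 30 C; growth read as absorbance at 600 nm. Normalized to FeCl3/clioquinol equimolar mix (positive) and DMSO (negative).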
PI5P4K alpha inh: inhibitors of human PI5P4K alpha | P48426 | PI5P4Kalpha enzyme, ADP-Glo luminescence, 60 min; hits give low values | max response, % | hit rate 1.2% among 330,000; active = max response of -50% or lower; inconclusive = between -30% and -50%; inactive = -30% or higher; note: value at the top dose of about 77 µM; % is set by controls: 0 for no effect and ±100 for the full control effect
Target sequence (P48426 whole entry, looked up): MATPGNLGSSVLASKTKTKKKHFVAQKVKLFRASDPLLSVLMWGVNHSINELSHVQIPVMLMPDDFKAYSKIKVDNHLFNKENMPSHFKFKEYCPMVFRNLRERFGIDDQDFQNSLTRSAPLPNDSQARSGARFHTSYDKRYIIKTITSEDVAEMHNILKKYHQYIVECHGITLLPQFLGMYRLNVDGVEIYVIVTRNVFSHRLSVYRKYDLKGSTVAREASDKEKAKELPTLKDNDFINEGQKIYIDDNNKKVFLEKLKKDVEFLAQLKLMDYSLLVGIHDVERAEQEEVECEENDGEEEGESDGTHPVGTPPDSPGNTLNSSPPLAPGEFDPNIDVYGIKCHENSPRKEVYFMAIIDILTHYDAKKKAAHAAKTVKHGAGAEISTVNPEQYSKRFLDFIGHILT
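Controls without substrate or without enzyme flank wells where PI5P4Kalpha converts substrate using 5 microM ATP (final). Incubation lasts 60 minutes at room temperature; ADP formed is read by ADP-Glo luminescence.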
EPAC1 antag: antagonists of human EPAC1 | O95398 | EPAC1 GEF assay, Rap1b-BODIPY-GDP exchange fluorescence | Potency, µM (titrated, usually from 115 µM), for inactives: at the top dose activity change, negative = inhibition, usual class: inhibitors | hit rate 0.14% among 360,000 | AID 720709;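 note: potency is the fitted concentration of half-maximal effect; plate controls were vehicle for no effect and positive control for full effect; nearly all actives have a fitted effect of over 50% in size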
IL-2 act: activators of IL-2 | IL-2 activation reporter assay, cell-based qHTS; stimulated with anti-CD3/CD4/CD28 beads; in transgenic mouse T cells | activation, % (series mostly up to about 46 µM) | hit rate 0.065% among 360,000 | AID 652025; in the data active = activation above about 50%; inconclusive = mostly about 30% to 49%; note: 0% is about no effect
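First, unstimulated transgenic mouse T cells were exposed to compound for 60 min. Next, anti-CD3/anti-CD4-coated beads with anti-CD28 were added. Finally, after 18 h at 37 degrees C, EGFP and DsRed were imaged.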
FUS yeast rescue: FUS proteinopathy suppression in yeast; AID 1347120; Potency, µM (highest dose often 76.6 µM), for inactives: at the highest dose growth rescue (activation), most hits filed as activators; S. cerevisiae FUS-expressing, growth rescue, OD600, 24 h; hit rate 0.24% among 390,000;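 note: potency is the fitted concentration of half-maximal effect; plate controls were DMSO vehicle for no effect and reference control for full effect; nearly all actives have a fitted effect of over 55% in size; some results filed as inactive show a strong effect at the top dose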
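Quantitative HTS measuring growth restoration of FUS-toxic yeast. Galactose-induced cells (OD 0.005) were exposed 24hr at 30C to compounds at several concentrations, then absorbance at 600 nm was recorded.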
PLK1 PBD inh: blocks phosphopeptide binding to human PLK1 polo-box domain. P53350. Plk1 PBD binding of FITC phosphopeptide, fluorescence polarization. Potency, µM, for the others: max response, negative = inhibition, usual class: inhibitors. hit rate 2.8% among 360,000; note: potency is the fitted concentration of half-maximal effect; series mostly up to about 57 µM; % is set by controls: 0 for no effect and ±100 for the full control effect; nearly all actives have a fitted effect of over 65% in size
Target sequence (P53350 whole entry, looked up, the tested form may be a part): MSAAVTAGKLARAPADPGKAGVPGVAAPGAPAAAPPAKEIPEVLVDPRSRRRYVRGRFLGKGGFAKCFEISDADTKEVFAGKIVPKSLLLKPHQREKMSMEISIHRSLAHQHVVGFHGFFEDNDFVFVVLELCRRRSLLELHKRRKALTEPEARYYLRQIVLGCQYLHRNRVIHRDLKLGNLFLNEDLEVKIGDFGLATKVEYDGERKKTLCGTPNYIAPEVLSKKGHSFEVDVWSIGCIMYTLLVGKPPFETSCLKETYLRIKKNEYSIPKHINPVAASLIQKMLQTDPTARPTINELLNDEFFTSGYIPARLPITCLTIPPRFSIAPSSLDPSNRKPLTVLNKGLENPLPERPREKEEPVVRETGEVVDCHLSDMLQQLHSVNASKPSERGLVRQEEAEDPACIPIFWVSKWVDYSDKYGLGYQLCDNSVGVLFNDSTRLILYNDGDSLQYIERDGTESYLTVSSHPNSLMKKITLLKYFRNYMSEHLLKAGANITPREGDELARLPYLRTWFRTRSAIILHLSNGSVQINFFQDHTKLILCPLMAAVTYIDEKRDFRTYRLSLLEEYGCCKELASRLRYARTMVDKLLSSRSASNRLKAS
EPAC1 ag: agonists of human EPAC1; O95398; EPAC1 agonist qHTS, biochemical assay; response scale: 100% = response to 6.5 mM cAMP; Potency, µM (doses to about 154 µM), without a hit: at the top dose activation, usual class: activators; hit rate 0.073% among 360,000; note: potency is the fitted concentration of half-maximal effect; nearly all actives have a fitted effect of over 60% in size
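Normalized to 6.5 mM cAMP, activity reflects EPAC1-catalysed release of BODIPY-GDP from Rap1B, followed kinetically over 30 min at 480 nm excitation, 540 nm emission. Reaction contained 100 nM EPAC1, 250 nM Rap1B-BODIPY-GDP, 50 uM GDP.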
WRN inhibitor: blocks human WRN helicase | Q14191 | Potency, µM (highest dose often 114 µM), for inactives: at the highest dose activity change, negative = inhibition, usual class: inhibitors | hit rate 0.46% among 360,000 | WRN helicase unwinding, fluorescent forked duplex, kinetic; note: potency is the fitted concentration of half-maximal effect; % is set by controls: 0 for no effect and ±100 for the full control effect; nearly all actives have a fitted effect of over 55% in size
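Kinetic fluorescence helicase assay: unwinding of a quenched forked DNA duplex (100 nM final) with 2 mM ATP final raises red fluorescence (525/598 nm). Compounds sat 15 min at room temperature with 20 nM WRN beforehand.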
Numbers without * were called inactive; ? = inconclusive; . = not tested or not shown; [ ] = dose if it differs, or a comment. Unless noted, calls come from the whole dose curve; as a rule, active = well fitted curve in the direction sought with a large enough effect; inconclusive = small, poorly fitted or top-dose-only effect, or another doubt; inactive = no such curve, though single readings can be large; an effect the other way counts as inactive or inconclusive.

structure,Abeta yeast res,PI5P4K alpha inh,EPAC1 antag,IL-2 act,FUS yeast rescue,PLK1 PBD inh,EPAC1 ag,WRN inhibitor
COCCNC(=O)C(NC(=O)C1CCCCC1)C(C)C (stereo not given),14%,-4,9%,0.5,-14%,-3%,2%,-1%
COCCCNC(=O)c1ccc(CS(=O)(=O)c2ccc(Br)cc2)o1,4%,-1,?,-2.1,-10%,0%,9%,-4%
Cc1cc(NC(=S)NC(=O)CC(C)C)ccc1Br,4%,.,7%,-2.6,16%,-8%,-4%,-2%
Cc1ccc2c(c1)N=C(c1ccc(F)cc1)CO2,7%,3,2%,-0.6,11%,-4%,5%,-8%
COC(=O)C1=C[C@@H](C(=O)OC)C2C3=C(C(=O)C24CCCCC4)[C@H](C)n2c(=O)n(C)c(=O)n2[C@@H]3C1 (stereo not given in full),10%,2,9%,-0.4,-6%,-11%,-11%,4%
Cc1cc(C)c(S(=O)(=O)NCc2cn3c(C)csc3n2)cc1C,-2%,1,?,-0.2,9%,-9%,-2%,3%
COc1ccccc1CNC(=O)c1ccc(NS(=O)(=O)c2cccs2)cc1,-9%,-11,-14%,-2.3,22%,-18%,-8%,-2%
O=[N+]([O-])c1cccc(NC(=S)N2CCOCC2)c1,-4%,-1,9%,0.9,-9%,-1%,-2%,2%
COC(CNC(=O)c1ccc2c(c1)nc(C)n2-c1cc(C)cc(C)c1)OC,7%,-3,-8%,-0.1,-9%,-2%,-5%,4%
COC(=O)C(C(=O)OC)C(C[N+](=O)[O-])c1ccc(OC)c(OC)c1 (stereo not given),9%,3,8%,-2.4,-12%,-1%,-5%,7%
CCOC(=O)CCc1c(C)nc(SCC(=O)O)c(C#N)c1C,26%,.,10%,1.1,15%,-20%,4%,8%
COc1ccccc1CNC(=O)c1ccccc1C(=O)NC(CC(C)C)C(=O)NCc1ccccc1OC (stereo not given),0%,3,-5%,-2.5,-15%,30µM*,13%,2%
COc1ccc2[nH]c(=O)c(CN(Cc3ccc4c(c3)OCO4)C(C)=O)cc2c1,10%,-1,-14%,-0.1,4%,-2%,-8%,-6%
CC(=O)c1ccc(-c2nnc(CCC(=O)N(C)Cc3cnc4ccccn34)o2)s1,-8%,3,-12%,-5.3,-11%,-12%,-11%,-7%
O=C(CN1C2CCCC1CC(NC(=O)c1ccccc1)C2)NC1CC1 (stereo not given),14%,0,0%,-0.6,-32%,2%,-7%,2%
O=[N+]([O-])c1ccc(NCCCc2ccccc2)cc1,6%,1,-5%,-3.8,-8%,-5%,11%,-7%
Fc1ccc(-[n+]2nc(Nc3ccccc3)sc2-c2c3ccccc3cc3ccccc23)cc1,-18%,-63*,-26%,-0.6,8%,-7%,-18%,-5%
CC(C)COc1cccc(C(=O)NC(=S)NCc2cccnc2)c1,9%,-9,-15%,-1.2,8%,-1%,15%,-5%
Cc1ccc(O)c(NC(=O)CN(C)S(=O)(=O)c2ccc(Cl)cc2)c1,16%,1,-19%,-0.6,-4%,-2%,-5%,0%
NC(=O)C1(C(N)=O)OC1c1ccc(Cl)cc1Cl (stereo not given),-2%,-14,13%,-4.1,-17%,17µM*,-6%,5%
CC(C)(C)OC(=O)N1CCN(Cc2ccc(F)c(B(O)O)c2)CC1,1%,-4,-4%,-0.2,-14%,-7%,0%,-8%
O=C(O)CCCCCNC(=O)C(=O)C1C(=O)Nc2ccccc21 (stereo not given),0%,-2,2%,0.7,-3%,?,-19%,1%
CC1Cc2ccccc2N1C(=O)CSc1nc(-c2ccco2)cc(C(F)(F)F)n1 (stereo not given),-13%,-7,6%,-0.1,.,-10%,15%,6%
COc1ccccc1Nc1ccc(C(=O)NCc2cccs2)cn1,-10%,-2,8%,-4.3,14%,-11%,-6%,12%
Cc1cc(=O)n2[nH]c(C(=O)O)nc2n1,-12%,-9,-4%,-0.2,-25%,-10%,-4%,0%
CC1CCc2nc(/C(C#N)=C/c3cccnc3)sc2C1 (stereo not given),-26%,-2,22%,-2.4,12%,-4%,-6%,-3%
Cc1nnc(SCC(=O)NC23CC4CC(CC(C4)C2)C3)s1,9%,-7,?,-0.1,12%,7%,0%,2%[57.1 µM]
Cc1ccsc1C(=O)Nc1ccccc1N1CCOCC1,-10%,.,5%,0.7,4%,-1%,2%,-3%
Clc1cccc(CSc2nnc([C@@H]3CCCN3)o2)c1,7%,2,-5%,-1.0,7%,-11%,4%,-4%
CCOC(=O)Cc1csc(NC(=O)COc2c(C)cccc2C)n1,-4%,5,-5%,-3.0,-9%,-9%,9%,-1%

Additional compounds follow.
structure,Abeta yeast res,PI5P4K alpha inh,EPAC1 antag,IL-2 act,FUS yeast rescue,PLK1 PBD inh,EPAC1 ag,WRN inhibitor
COc1cccc(NC(=O)C(C)C)c1,-5%,2,-3%,0.6,-6%,-7%,3%,3%
O=C(CN(c1cccc(Cl)c1)S(=O)(=O)c1ccc(Cl)cc1)NCc1ccccn1,8%,1,2%,-4.5,.,3%,-2%,-13%
O=C(Nc1ccccc1)OCc1cnc(Cl)s1,12%,-5,-3%,-0.2,-6%,8%,3%,0%
Cc1ccc(C(=O)NNC(=O)c2ccncc2)cc1C,8%,4,6%,0.4,-23%,3%,5%,14%
CC(CC(=O)N(C)C1CCCCC1)S(=O)(=O)c1ccc2c(c1)NC(=O)CO2 (stereo not given),2%,4,7%,-1.7,0%,-12%,0%,10%
COc1ccccc1NC(=S)N1CCC(NC(=O)c2ccco2)CC1,3%,4,4%,-0.7,2%,-4%,5%,0%
CC1CCCCN1C(=O)CSc1nnc2c(n1)[nH]c1ccc(F)cc12 (stereo not given),1%,-5,-9%,-0.3,52%,-12%,-6%,-3%
O=C(c1cccc(Br)c1)N1CCCc2ccccc21,-4%,0,10%,2.4,-11%,-10%,0%,0%
CC(/C=C1\SC(=S)N(NS(=O)(=O)c2ccc(C)cc2)C1=O)=C\c1ccccc1,-1%,?,40µM*,0.8,25%,19µM*,3%,?
O=C(OCC(=O)N1CCN(C(=O)c2ccco2)CC1)c1ccccc1C(=O)c1ccccc1,-6%,-11,-7%,1.1,-1%,-6%,-5%,7%
CCOC(=O)c1sc(NC(=O)C2CC(=O)N(c3ccccc3OC)C2)nc1C (stereo not given),2%,-2,-23%,-0.6,12%,-10%,8%,9%
CCCC(=O)OC1CC(C)N(C(=O)c2ccccc2)c2ccc(C)cc21 (stereo not given),-13%,6,2%,-0.3,22%,1%,8%,2%
COc1cccc(-c2c(-c3cc(OC)cc(OC)c3)n(C)c3ccc(Br)cc23)c1,5%,12,-5%,0.2,-12%,3%,0%,-5%
CN1C(C(=O)c2ccccc2)=C(N)c2ccccc2S1(=O)=O,29%,0,-14%,1.0,2%,3%,-1%,-5%
CCN(C(=O)COC(=O)c1cccnc1)c1cccc2ccccc12,2%,0,-13%,1.0,-5%,4%,4%,-9%
CN(C)c1nc(-c2ccccc2)nc(-c2ccc(Cl)cc2)c1C#N,-1%,2,-1%,0.1,0%,-2%,-8%,1%
CCC1(C)CC(C#N)(C#N)C(=O)NC1=O (stereo not given),-9%,-26,?,2.5,-27%,-2%,4%,3%[57.1 µM]
O=C(Nc1nc(-c2ccc(S(=O)(=O)N3CCCC3)cc2)cs1)C1COc2ccccc2O1 (stereo not given),18%,-13,-6%,-3.5,25%,?,7%,-11%
CCC1NC(=O)c2cc(S(N)(=O)=O)c(Cl)cc2N1 (stereo not given),-2%,9,4%,3.0,-35%,-3%,-22%,-13%
CC(=O)NC(=S)Nc1cc(C(=O)O)ccc1Cl,1%,-10,-3%,-1.9,-25%,-8%,3%,7%
CCOCCCNC(=O)c1ccc2c(c1)ncn2-c1ccccc1OC,-16%,3,-10%,1.0,5%,-18%,4%,14%
CCC(=O)N1CCc2cc(S(=O)(=O)CCC(=O)Nc3cccc(F)c3)ccc21,-9%,-3,-2%,-3.7,6%,?,-5%,10%[57.1 µM]
Cc1c(-c2ccccc2)[n+](=O)c(-c2ccco2)c(C)n1[O-],-7%,.,7%,-1.4,19%,-13%,-1%,-17%
COc1ccc(N2CCN(S(=O)(=O)c3ccc(OC)c(C(=O)N4CCOCC4)c3)CC2)cc1,-6%,-5,-12%,3.1,-4%,1%,-11%,-2%
CCNc1ccc(C(=O)OCC(=O)NCc2ccccc2Cl)cc1[N+](=O)[O-],-5%,-5,21%,-1.0,-5%,-5%,8%,-15%[57.1 µM]
Cc1cccc(C(=O)Nc2cccc(Br)c2)c1[N+](=O)[O-],-7%,0,-22%,-4.0,1%,-6%,-6%,4%
Cc1cc(NC(=O)C2CC2)n(-c2nc3ccccc3s2)n1,-16%,-1,-10%,1.8,13%,-14%,4%,-31%
CCCCC(=O)Nc1nc2c(s1)COc1ccccc1-2,13%,3,-10%,-0.4,-21%,-6%,-4%,-4%
CCOc1ccc(/C=N/n2cnnc2)cc1,18%,.,11%,-1.7,1%,-4%,2%,9%
Cc1ccc(S(=O)(=O)N(C)C[C@H]2OCCCC[C@@H](C)Oc3ccc(N(C)C)cc3C(=O)N([C@H](C)CO)C[C@@H]2C)cc1,-5%,-1,-14%,-2.7,19%,-9%,7%,3%
OC[C@@H]1CN(Cc2cccs2)C[C@H](n2cnc3c(N4CCOCC4)ncnc32)O1,-7%,1,-11%,0.0,-4%,-4%,6%,-1%

An excerpt of these results, with values under each structure:
Values in the order – Abeta yeast res	PI5P4K alpha inh	EPAC1 antag	IL-2 act	FUS yeast rescue	PLK1 PBD inh	EPAC1 ag	WRN inhibitor
O=C(CN1C2CCCC1CC(NC(=O)c1ccccc1)C2)NC1CC1 (stereo not given)
    14%	0	0%	-0.6	-32%	2%	-7%	2%
O=[N+]([O-])c1ccc(NCCCc2ccccc2)cc1
    6%	1	-5%	-3.8	-8%	-5%	11%	-7%

Quoted from the listing.
CCOC(=O)CCc1c(C)nc(SCC(=O)O)c(C#N)c1C in EPAC1 antag is entered as 10%
CCCCC(=O)Nc1nc2c(s1)COc1ccccc1-2 in EPAC1 antag is entered as -10%
CN(C)c1nc(-c2ccccc2)nc(-c2ccc(Cl)cc2)c1C#N in EPAC1 antag is entered as -1%
Cc1ccc(C(=O)NNC(=O)c2ccncc2)cc1C in Abeta yeast res is entered as 8%
COc1cccc(-c2c(-c3cc(OC)cc(OC)c3)n(C)c3ccc(Br)cc23)c1 in WRN inhibitor is entered as -5%
